H9c2 TAG inh = reduces triacylglycerol accumulation in H9c2 cells; Nile Red lipid (TAG) fluorescence; cells loaded with 200 µM oleic acid; inhibition, % at 12.5 µM; 0.66% of 230,000 active;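 active means pattern-corrected inhibition of lipid staining of at least 50% with the nuclear-stain viability signal not falling by more than 50%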;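 further: 0% = DMSO wells and 100% = triacsin C control wells; some results filed as inactive read as strong as hits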
H9c2 TAG inh DAPI viability = also measured in H9c2 TAG inh; calls as there; DAPI nuclei signal change (viability), lower = more cytotoxic, %;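 whole-well DAPI fluorescence read on a plate reader as a viability signal; minus 50 percent equals half of cells still viable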
An asterisk follows results filed as active; i = inactive. A portion of the library. The share of hits here may be higher or lower than overall.

SMILES | H9c2 TAG inh | H9c2 TAG inh DAPI viability
c1ccc(NN(Cc2ccccn2)c2ccccc2)cc1 | 5 | 9
COCC(C)n1c(C)cc(C(=O)COC(=O)CCc2nc3ccccc3c(=O)[nH]2)c1C (configuration not stated) | 7 | -6
O=C(CCSCCC(=O)Nc1c(F)c(F)c(F)c(F)c1F)Nc1c(F)c(F)c(F)c(F)c1F | 8 | -7
O=C(Nc1ccc(OC(=O)c2cccnc2)cc1)c1cccnc1 | 10 | 9
COc1ccccc1Nc1nc(NCCO)nc(N)c1[N+](=O)[O-] | 12 | 4
COc1ccc(CC(=O)NCCC2=CCCCC2)cc1 | 5 | -11
Cc1ccsc1-c1nc(CN2C[C@@H](C)O[C@@H](C)C2)c(C)o1 | -7 | 5
Cn1c(N)c(C(=O)Nc2c(Cl)cccc2Cl)sc1=S | -8 | 5
CCCC(=O)NC(=S)Nc1cccc(NC(=O)c2ccccc2)c1 | -16 | 12
O=C(CNC(=O)c1ccc(Cl)cc1)OCC(=O)N1CCCC1 | -9 | 1
COC(=O)c1ccc(COC(=O)c2ccc(S(=O)(=O)N3CCC(C)CC3)cc2)o1 | -11 | 14
CC(C)C(=O)Nc1nc(-c2ccc(S(=O)(=O)N3CCOCC3)cc2)cs1 | 8 | 1
CSc1nc2sc3c(c2c(=O)n1C1CCCCC1)CCN(C)C3 | -8 | -2
CCOc1ccc(C(=O)CSc2nnc(N)s2)cc1 | -2 | -8
Cc1sc2nc(CN3CCOCC3)nc(NS(=O)(=O)c3ccccc3)c2c1C | 10 | -4
CCn1cc(C(=O)NCC2COc3ccccc3O2)c2cc(OC)c(OC)cc2c1=O (configuration not stated) | -5 | 4
COc1ccc(CNCCCNCc2ccc(OC)c(OC)c2)cc1OC | 14 | -12
CC(C)OCCCNc1nc2c(cnn2C)c(=O)[nH]1 | 6 | 4
C[C@@H]1NC(=O)/C(=C\c2ccccc2Cl)NC1=O | 7 | -6
O=C(OCC(=O)N1CCN(C(=O)c2ccco2)CC1)c1ccc(Cl)nc1 | 8 | -5
Cc1cc(C(=O)Nc2cc(C(C)(C)C)on2)c(C)o1 | -1 | 2
Cc1cccc(C(=O)Nc2cc(=O)n(C)c(=O)n2C)c1 | -23 | -5
O=C(NCc1nc2ccccc2[nH]1)C1=C[C@@H](c2ccc(Br)cc2)C[C@@H](OCc2ccc(CO)cc2)O1 | 4 | 2
O=C1CCC(C(=O)OCC(=O)Nc2ccc(SC(F)F)cc2)=NN1 | -5 | 8
CCCCN1CCC(=O)NC1=O | -1 | 9
CN1CCCN(C(=O)/C=C/c2ccc(Cl)cc2Cl)CC1 | 0 | 7
O=C(O)c1cc(-c2cc3ccccc3o2)nn1-c1ccccc1 | 8 | -1
CC(C)(C)OC(=O)N1CCC(C(=O)Nc2cccc(C(=O)NCc3ccccc3)c2)CC1 | -19 | -5
O=C(Nc1ccc(Cl)cc1)c1ccc2c(c1)S(=O)(=O)c1ccccc1C2=O | 5 | -1
CCn1cc(C(=O)NCCc2ccccc2)c(=O)c2cc(S(=O)(=O)N3CCCC3)ccc21 | 20 | -6

Some of these compounds in order of length of the SMILES, lowest first:
SMILES | H9c2 TAG inh | H9c2 TAG inh DAPI viability
CCOc1ccc(C(=O)CSc2nnc(N)s2)cc1 | -2 | -8
c1ccc(NN(Cc2ccccn2)c2ccccc2)cc1 | 5 | 9
O=C(OCC(=O)N1CCN(C(=O)c2ccco2)CC1)c1ccc(Cl)nc1 | 8 | -5
CC(C)C(=O)Nc1nc(-c2ccc(S(=O)(=O)N3CCOCC3)cc2)cs1 | 8 | 1

More compounds follow.
SMILES | H9c2 TAG inh | H9c2 TAG inh DAPI viability
CC(C)C1NC2(C(=O)c3ccccc3C2=O)C2C(=O)N(c3ccc(F)cc3)C(=O)C12 (configuration not stated) | -5 | -6
CCOC(=O)c1ccc(-n2c(CN3CCC(O)CC3)nc3ccc([N+](=O)[O-])cc3c2=O)cc1 | 3 | 4
COC(=O)CC1C(=O)NCCN1C(=O)c1ccc(S(=O)(=O)N2CCOCC2)cc1 (configuration not stated) | 61* | -42*
CC1(C)C2CCC1(CS(=O)(=O)NC1CCCC1)C(=O)C2 (configuration not stated) | -6 | -1
COc1ccc(Nc2c(-c3ccco3)nc3cccc(C)n23)cc1 | -14 | 4
COCCN1C(=O)/C(=C2/C(=O)N(CC(=O)Nc3ccccc3Cl)c3ccccc32)SC1=S | -9 | 5
Oc1ccc(N=Nc2ccc3c(c2)OCCO3)c2ncccc12 | 79* | -17*
COc1cccc(NC(=O)N2CCN(c3nc(-c4cccc(OC)c4)cs3)CC2)c1 | -17 | 1
C/C(=N\NC(=O)c1nc2ccccn2c1C)c1cccc([N+](=O)[O-])c1 | -1 | 3
O=C(NCC1OCCCN1S(=O)(=O)c1cc(F)ccc1F)C(=O)NC1CCCC1 (configuration not stated) | 0 | 3
CC(C)(C)OC(=O)C[C@H]1C/C=C\C[C@H](CC(=O)NCCO)C(=O)N[C@@H](c2ccccc2)COC1=O | -7 | 6
CCC(=O)N1CC2(c3ccccc3)CN(C(=O)CC)CC(c3ccccc3)(C1)C2=O | 2 | -6
O=C(/C=C/c1ccc([N+](=O)[O-])cc1)Nc1ncc([N+](=O)[O-])s1 | 2 | -1
CCNC(=S)N1CCCCC1CO (configuration not stated) | 3 | 7
Cc1sc(NC(=O)CS(=O)(=O)c2ccccc2)c(C#N)c1C | 27 | 0
CCN1C(=O)C(CC(=O)Nc2ccc(Cl)cc2)N(NC(=O)c2ccncc2)C1=S (configuration not stated) | -15 | 12
Cc1ccc(S(=O)(=O)N2CCCCC2)cc1NC(=O)CN1C(=O)CN(C)C1=O | 19 | -16
COc1cc(-c2cc3nc(NCCN(C)C)ccn3n2)cc(OC)c1OC | 28 | 13
O=C(Nc1nnc(-c2ccco2)o1)C1CCCCC1 | 4 | 2
CCOCCCNC(=O)C1CCN(C(=O)Nc2ccc(Cl)cc2)CC1 | 19 | -6
O=C(CCc1nc(-c2ccccc2)no1)NCc1ccco1 | -3 | -5
CCc1ccc(C(=O)NNC(=O)C2CSC3(C)CCC(=O)N23)cc1 (configuration not stated) | -28 | -2
O=C(Nc1ccc(N2CCN(C(=O)c3ccco3)CC2)cc1)c1cc(Br)ccc1Cl | -13 | -5
Cc1cc(C)n(C(=O)CNc2ccc(C)c(C)c2)n1 | 12 | 11
O=C(NCCS(=O)(=O)N1CCCCCC1)c1ccccc1 | 9 | -5
COc1ccccc1NC(=O)c1c(Br)cnn1C | -5 | 5
N#Cc1c(-n2cccc2C=O)sc2c1CCCC2 | 8 | -9
CC(OC(=O)c1ccc(NC(=O)CC#N)cc1)C(=O)NC(c1ccccc1)c1ccccc1 (configuration not stated) | 9 | 0
O=C(c1cccc([N+](=O)[O-])c1)N1CCN(c2cccc(Cl)c2)CC1 | 6 | -1
Cc1[nH]n(-c2ccccc2)c(=S)c1C=Nc1cccc([N+](=O)[O-])c1 | -1 | -10

Complete entries as entered above.
`CC(C)C(=O)Nc1nc(-c2ccc(S(=O)(=O)N3CCOCC3)cc2)cs1` in the list: H9c2 TAG inh: 8; H9c2 TAG inh DAPI viability: 1
`O=C(O)c1cc(-c2cc3ccccc3o2)nn1-c1ccccc1` in the list: H9c2 TAG inh: 8; H9c2 TAG inh DAPI viability: -1
`CC(C)C1NC2(C(=O)c3ccccc3C2=O)C2C(=O)N(c3ccc(F)cc3)C(=O)C12` (configuration not stated) in the list: H9c2 TAG inh: -5; H9c2 TAG inh DAPI viability: -6

Later entries
SMILES | H9c2 TAG inh | H9c2 TAG inh DAPI viability
Cc1cc(C)cc(C(=O)NC(CC(N)=O)c2ccc(NC3CCCCCCCCCCC3)c([N+](=O)[O-])c2)c1 (configuration not stated) | -2 | -4
CCCn1c(=O)[nH]c2ccccc21 | -1 | 11
COc1ccc(-n2ccnc(SCC(=O)NC3CCCC3)c2=O)cc1OC | 2 | -3
CN(c1ccccc1)S(=O)(=O)c1cccc(NC(=O)CSc2nccc(=O)[nH]2)c1 | -7 | -7
COCC(C)n1c(C)cc(C(=O)COc2ccc(S(=O)(=O)N3CCOCC3)cc2Cl)c1C (configuration not stated) | -1 | 0
O=C(COC(=O)c1ccc(Cl)nc1)Nc1nnc(-c2ccccc2)o1 | 30 | -9
CCc1cc2c(SC(C)C(=O)NC3CCCC3)ncnc2s1 (configuration not stated) | 0 | 10
Cc1cc(N2CCCC2)ccc1NC(=O)COc1ccccc1 | -14 | 17
CC(C)(C)OC(=O)CC[C@@H](C(=O)N1CCN(C(=O)OC(C)(C)C)CC1)n1cc(C(Cc2ccc(O)cc2)NC(=O)OC(C)(C)C)nn1 (some centres not stated) | 8 | -9
Cc1cc2c(=O)oc(-c3ccc(Br)cc3)nc2s1 | 7 | 6
COc1ccc(CN2CCNC(=O)C2CC(=O)NCC2CCOCC2)c(F)c1 (configuration not stated) | -18 | 2
COc1ccccc1NS(=O)(=O)c1cc(NC(=O)CCNC(C)=O)ccc1N1CCCCC1 | 0 | 0
COc1ccc(NC(=O)COC(=O)C23CCC(=O)N2c2ccccc2S3)cc1 (configuration not stated) | 6 | -2
CC(Oc1ccc(Br)cc1)C(=O)Nc1ccc(S(=O)(=O)NC2=NCCCCC2)cc1 (configuration not stated) | -23 | 13
Cc1ccc(S(=O)(=O)N2CCN(C(=O)c3n[nH]c(=O)c4ccccc34)CC2)cc1 | -2 | -7
O=C1c2ccccc2-c2nnc(-c3ccccc3)cc21 | 3 | -10
CN(C)CCSc1nc(O)c(-c2ccccc2)c(=O)n1-c1ccccc1 | 4 | 3
CCN(C(=O)CSc1nnc(-c2ccccc2Br)o1)C1CCS(=O)(=O)C1 (configuration not stated) | 0 | i
CC(C)(O)C(=O)NNC(=S)NCc1ccco1 | 2 | -10
CCOC(=O)NCN1C(=O)C2C3C=CC(C3)C2C1=O (configuration not stated) | 8 | -7
O=C(CCN=C1NS(=O)(=O)c2ccccc21)OCC(=O)c1ccc(F)cc1 | 2 | -1
CC1CCCCC12NC(=O)N(CC(=O)c1ccc(Cl)s1)C2=O (configuration not stated) | 5 | 3
COc1ccc2cc(CNCCOCCOCCNCc3ccc4cc(OC)ccc4c3)ccc2c1 | 138 | -80
COc1cccc(NC(=O)C(C)N2C(=O)c3ccccc3C2=O)c1 (configuration not stated) | 1 | 1
CC1(C)CC(NC(=O)c2ccccc2F)CC(C)(C)N1 | 3 | -8
O=C(O)C1=C[C@H](c2csc3ccccc23)C[C@H](OCc2ccc(CO)cc2)O1 | -8 | 7
CCCNC(=O)c1ccccc1NC(=O)COc1cccc2c1OC(C)(C)C2 | -6 | -1
COc1ccc(OC)c(NC(=O)CSc2nnc(C3CCCCC3)n2N)c1 | 21 | -1
COc1ccc(OC)c(-c2c[n+](=O)c3c(n2[O-])CCCC3)c1 | -18 | 5
CCC(C)(C)n1nnnc1C(c1ccc(OC)c(OC)c1)N1CCN(c2ccc(F)cc2)CC1 (configuration not stated) | -33 | 0

Look-ups from the list:
H9c2 TAG inh DAPI viability with COc1ccc(OC)c(NC(=O)CSc2nnc(C3CCCCC3)n2N)c1 = -1
H9c2 TAG inh DAPI viability with O=C1c2ccccc2-c2nnc(-c3ccccc3)cc21 = -10

Going on with the list.
SMILES | H9c2 TAG inh | H9c2 TAG inh DAPI viability
COc1ccc(Cc2[nH]n3c(=O)cc(C)nc3c2-c2ccccc2)cc1 | 6 | 6
Cc1cccc(N2CCN(C(=O)CNC(=O)C3CCCCC3)CC2)c1C | -11 | -8
Cc1nc2c(-c3ccc(Cl)cc3)c(C)[nH]n2c(=O)c1Cc1ccccc1 | 0 | -8
CN1CCC(N(C)S(=O)(=O)c2ccc(NC(=O)c3cccc(C#N)c3)cc2)CC1 | 16 | -4
Cc1ccc(-c2n[nH]c(=S)n2/N=C/c2sccc2C)cc1 | -7 | 10
CC(C)c1ccc(-n2nnnc2SCc2nc(N)nc(N)n2)cc1 | 2 | 2
CS(=O)(=O)N1CCCC(C(=O)Nc2ccc(F)c(F)c2)C1 (configuration not stated) | 13 | -10
CN(CCC#N)C(=O)COC(=O)c1ccc(Cl)c(S(=O)(=O)N(C)c2ccccc2)c1 | -2 | -6
CCCOC(=O)CCn1c(=S)oc2ccccc21 | -6 | 1
C/C(=N\NC(=O)CNC(=O)C1COc2ccccc2O1)c1ccc(Cl)cc1 (configuration not stated) | 1 | -1
Cn1c(=O)c2[nH]c(COc3ccccc3)nc2n(C)c1=O | -1 | 4
CC(C)C(OC(=O)/C=C/c1ccc2c(c1)OCO2)C(=O)NC(N)=O (configuration not stated) | -13 | 1
CCOC(=O)C1=NOC(C(=O)NN(C)c2ncc(C(F)(F)F)cc2Cl)C1 (configuration not stated) | -9 | 3
CCOC(=O)C1(CCOc2ccccc2)CCN(Cc2cc(OC)c3c(c2)OCO3)CC1 | -25 | 23
C/C(=N/NC(=O)c1cc(C2CC2)[nH]n1)c1cccs1 | -6 | -2
COc1ccc(C(=O)NCC2COc3ccccc3O2)cc1S(=O)(=O)N1CCOCC1 (configuration not stated) | 10 | 4
O=C(COC(=O)Cn1ccc(=O)[nH]c1=O)Nc1ccc(F)cc1 | -1 | -6
O=C(COC(=O)C1CCN(c2ccc(C(F)(F)F)cn2)CC1)Nc1cc(F)ccc1F | -4 | 0
CCCn1c(CN2CCN(C(=O)c3ccco3)CC2)nc2c1c(=O)n(C)c(=O)n2C | 2 | -11
O=C(NC1CC2CCC1C2)C1COc2ccccc2O1 (configuration not stated) | 12 | -6
Cc1ccc(C(=O)C(C)OC(=O)Cn2[nH]c(=O)c3ccccc3c2=O)cc1C (configuration not stated) | -23 | 5
CCOC(=O)/C=C/c1ccc2c(c1)S(=O)(=O)N(Cc1ccc(OC)cc1)[C@H]2CC(=O)OCC | 1 | 0
COC(=O)c1ccc(COc2cc([N+](=O)[O-])cc3cccnc23)o1 | -19 | 11
COc1cccc(OC)c1C(=O)OCC(=O)/C(C#N)=C(\C)N | -5 | 2
CC(C)(C)[C@H]1COC(=O)CC/C=C\C[C@@H](CC(=O)N(CCO)Cc2ccccc2)C(=O)N1 | -20 | -10
C1CCN2C[C@@H]3C[C@@H](CN4CCCC[C@@H]34)[C@H]2C1 | 1 | 0
O=C(CN1C(=O)c2ccccc2S1(=O)=O)c1ccc(Cl)cc1Cl | 3 | -1
